HRas wt GTP bind: changes GTP binding to wildtype human HRas; P01112; 190,000 tested, 0.14% active; AID 759; GST-Ras wt beads, Bodipy-FL-GTP binding, flow cytometry; actives lie on both sides; GTP binding activity, % at 10 µM;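 active = GTP binding activity at least 20% away from the 100% baseline, either lowered as inhibitor or raised as activator; inconclusive = flagged as likely green fluorescent, judged across all proteins in the well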;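 note: 0% = unlabeled GTP competition control and 100% = no-compound control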
Target sequence (P01112 whole entry, looked up): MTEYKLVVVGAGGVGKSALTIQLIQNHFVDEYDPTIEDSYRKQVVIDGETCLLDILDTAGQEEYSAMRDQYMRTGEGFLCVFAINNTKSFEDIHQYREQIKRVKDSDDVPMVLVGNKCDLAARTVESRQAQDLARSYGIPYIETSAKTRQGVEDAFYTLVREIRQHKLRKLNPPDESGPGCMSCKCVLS
GSH bead fluor: compound fluoresces at 488/530 nm on GSH beads | 190,000 tested, 0.25% active | GSH beads flow cytometry, compound fluorescence 488/530 nm; stronger effect = higher value | fluorescence (KMESF) at 10 µM; in the data active = fluorescence above about 89;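 note: glutathione beads carrying GST-tagged Bcl family fusion proteins plus one bare bead set; values are compound well signal with DMSO vehicle wells as background; inactives centre near 16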
Rab7 wt GTP bind: dog Rab7 wildtype GTP binding, inhibitors and activators; 190,000 tested, 0.055% active; GTP binding activity (percent of control), % at 10 µM; GST-Rab7 beads, fluorescent GTP binding, flow cytometry; actives lie on both sides; untreated = 100%, excess cold GTP = 0%; AID 758;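 active = fluorescent GTP binding to Rab7 beads changed by at least 20 points from the 100% baseline, either direction, mostly lower; inconclusive = compound itself probably fluorescent, or too few beads counted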;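 note: median green fluorescence of bound Bodipy-FL-GTP per Rab7 bead population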
Rac1 wt GTP bind: alters GTP binding to wildtype human Rac1 | P63000 | GST-Rac1 beads, fluorescent GTP binding, flow cytometry; actives lie on both sides; 0 = cold GTP competed, 100 = untreated | GTP binding activity (% of control), % at 10 µM | 190,000 tested, 0.27% active;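 active = GTP binding activity at least 20 points away from the 100% control level, either lower or higher; inconclusive = compound flagged as likely green fluorescent, judged across all proteins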
ABCG2 inh: blocks JC-1 efflux by human ABCG2 transporter. Q9UNQ0. IgMXP3 cells, flow cytometry. inhibition, % at 6.6 µM. 190,000 tested, 0.1% active;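 active = inhibition above 80%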;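 note: 0% = DMSO and 100% = nicardipine control wells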
Target sequence (Q9UNQ0 whole entry, looked up): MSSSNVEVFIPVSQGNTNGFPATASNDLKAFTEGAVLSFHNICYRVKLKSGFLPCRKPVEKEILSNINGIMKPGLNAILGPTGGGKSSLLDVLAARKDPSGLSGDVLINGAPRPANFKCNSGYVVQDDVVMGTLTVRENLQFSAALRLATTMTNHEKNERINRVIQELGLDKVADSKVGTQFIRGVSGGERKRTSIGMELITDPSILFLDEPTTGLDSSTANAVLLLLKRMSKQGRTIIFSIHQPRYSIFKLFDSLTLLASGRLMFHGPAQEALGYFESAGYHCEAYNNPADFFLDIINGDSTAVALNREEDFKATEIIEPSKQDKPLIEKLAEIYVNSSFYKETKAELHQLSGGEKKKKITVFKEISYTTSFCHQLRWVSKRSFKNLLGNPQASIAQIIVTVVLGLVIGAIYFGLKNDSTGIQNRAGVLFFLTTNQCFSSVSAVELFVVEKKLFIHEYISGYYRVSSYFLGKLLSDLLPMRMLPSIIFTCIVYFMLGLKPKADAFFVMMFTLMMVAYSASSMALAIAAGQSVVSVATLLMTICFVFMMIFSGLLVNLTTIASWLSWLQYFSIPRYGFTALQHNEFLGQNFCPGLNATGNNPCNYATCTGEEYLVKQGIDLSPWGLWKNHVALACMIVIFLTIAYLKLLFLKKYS
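Test system: IgMXP3 cells (ABCG2) mixed with DDAO far-red-labelled CCRF-Adr cells (ABCB1). Reagent: JC-1 transporter substrate. Compound dosing: single test compound dose, 6.6 µM final. Times: 10 min compound exposure, 25 °C. Detection: flow cytometry of retained JC-1 fluorescence. Read-out basis: efflux inhibition in percent versus controls. Controls: nicardipine and DMSO wells.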
ABCB1 block: blocks JC-1 efflux by human ABCB1 transporter. CCRF-Adr cells, flow cytometry. inhibition, % at 6.6 µM. 190,000 tested, 0.067% active; in the data active = inhibition above about 40%;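 note: 0% = vehicle and 100% = reference inhibitor; higher value means more JC-1 retained so stronger ABCB1 efflux block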
Pf gamet viab: kills late stage P. falciparum gametocytes | inhibition, % at 10.9 µM | 150,000 tested, 0.065% active | AID 743093 | P. falciparum stage V gametocytes, ATP luminescence, 24 h;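 active = inhibition above the mean plus 3 SD of compounds within the control limits, set per campaign, cut at about 38% in these data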;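 note: 0% = DMSO wells and 100% = medium only without gametocytes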
Avidin bead fluor: avidin bead compound fluorescence profile; Avidin beads, compound fluorescence 488/530 nm, flow cytometry; stronger effect = higher value; fluorescence (KMESF) at 10 µM; 220,000 tested, 0.38% active; in the data active = fluorescence above about 47; note: inactives centre near 10
Rab2A wt mod: changes GTP binding to wildtype dog Rab2A, up or down | P61105 | GST-Rab2 wt beads, Bodipy-GTP binding, flow cytometry | GTP binding activity, % at 10 µM | 190,000 tested, 0.19% active | AID 760;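 active = GTP binding activity at least 20 points away from 100%, either lowered or raised; inconclusive = signal likely due to the compound's own green fluorescence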;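 note: 0% = beads with excess unlabeled GTP and 100% = no-compound control corrected for plate trend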
Rac1 mut GTP: modulators of GTP binding to human Rac1 activated mutant. percent activity (GTP binding), % at 10 µM. AID 764. GST-Rac1 activated beads, fluorescent GTP binding, flow cytometry; actives lie on both sides; 100% means binding = to untreated wells. 190,000 tested, 0.11% active;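 active = GTP binding at least 20 percentage points away from the 100% baseline, in either direction, so actives lie on both sides; inconclusive = Compound likely fluorescent itself, or too few beads counted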
Cdc42 wt: changes GTP binding to wildtype human Cdc42; GST-Cdc42 beads, Bodipy-GTP binding, flow cytometry; actives lie on both sides; percent activity (GTP binding), % at 10 µM; AID 761; 190,000 tested, 0.2% active;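 active = percent activity GTP binding at least 20 points away from the 100% baseline, either down as inhibitor or up as activator; inconclusive = compound flagged as likely green fluorescent from well-wide comparison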;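 note: median bead fluorescence of bound Bodipy-FL-GTP at 100 nM; 0% = excess unlabeled GTP control and 100% = no compound control; below 100% means less GTP binding so inhibitor and above means activator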
Target sequence (P60953 whole entry, looked up): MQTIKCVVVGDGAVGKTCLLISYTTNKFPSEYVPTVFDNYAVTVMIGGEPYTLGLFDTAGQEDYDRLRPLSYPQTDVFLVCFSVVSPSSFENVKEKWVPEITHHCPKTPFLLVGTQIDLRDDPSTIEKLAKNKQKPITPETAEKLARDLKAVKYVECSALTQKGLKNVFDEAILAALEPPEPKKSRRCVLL
Starred values were filed as active, the others as inactive; ? = inconclusive; nt = not tested or not shown.

#1 Cc1cc(C(=O)Nc2nc3c(s2)CCCC3)no1
#2 CCOC(=O)C1=C(Nc2ccccc2)CC(C)(O)C(C(=O)OCC)C1c1ccc(Cl)cc1 (stereo not drawn)
#3 Cn1nc(-c2ccc(C(=O)Nc3cccnc3)cc2)c2ccccc2c1=O
#4 COCCCNC(=O)C1CC(=O)OC1c1ccc(OC)c(OC)c1 (stereo not drawn)
#5 COc1ccc(N2CCN(CCCNC(=O)c3cc4sccc4n3C)CC2)cc1
#6 Cc1nc(N)c(C#N)c(-c2cccnc2)c1C
#7 Cc1cccc(NC(=O)COc2ccc(/C=N\n3cnnc3)cc2)c1
#8 CC(Oc1ccc(Cl)cc1Cl)c1nc(-c2ccccn2)no1 (stereo not drawn)
entry no.,1,2,3,4,5,6,7,8
HRas wt GTP bind,108,98,101,103,101,96,100,99
GSH bead fluor,19,11,43,19,16,11,12,16
Rab7 wt GTP bind,105,101,96,105,100,94,101,99
Rac1 wt GTP bind,109,101,102,103,107,97,102,97
ABCG2 inh,0,-3,10,2,5,1,3,1
ABCB1 block,0.1,-0.2,1.3,1.3,1.6,0.1,nt,0.1
Pf gamet viab,11,21,-14,nt,nt,-5,6,nt
Avidin bead fluor,5,9,8,4,23,13,5,35
Rab2A wt mod,107,99,100,104,100,95,102,98
Rac1 mut GTP,105,98,99,100,97,96,103,96
Cdc42 wt,110,101,100,103,101,96,103,98

#9 CCn1c(SCC(=O)NCCOC)nc2sc3c(c2c1=O)CCCC3
#10 COc1cc(OC)cc(C(=O)Nc2nc3ccc(S(C)(=O)=O)cc3s2)c1
#11 COc1ccc(-c2nc(N)n(C(=O)c3ccccc3)n2)cc1
#12 O=C(Nc1ccc(Cl)c(Cl)c1)Nc1ccc(N2CCCC2)c(S(=O)(=O)Nc2ccccc2Cl)c1
#13 Cc1ccc(Nc2nc(N)c([N+](=O)[O-])c(N3CCCC(C)C3)n2)cc1C (stereo not drawn)
#14 Cn1c(=O)c2c(nc(Br)n2C)n(C)c1=O
#15 CC(C)c1ccc(CN2CC(C(=O)Nc3ccccc3)CC2=O)cc1 (stereo not drawn)
#16 Cn1c(=O)c2c(nc(NCc3ccco3)n2CC(O)CO)n(C)c1=O (stereo not drawn)
entry no.,9,10,11,12,13,14,15,16
HRas wt GTP bind,103,100,96,102,98,101,?,95
GSH bead fluor,18,22,13,5,19,52,17,25
Rab7 wt GTP bind,101,98,96,101,98,102,?,98
Rac1 wt GTP bind,107,96,97,102,98,103,?,98
ABCG2 inh,0,4,19,-4,24,4,2,1
ABCB1 block,-0.1,1.9,1.3,-1.0,1.3,0.9,0.6,0.1
Pf gamet viab,nt,-1,36,nt,nt,-7,7,12
Avidin bead fluor,33,22,8,2,16,35,24,11
Rab2A wt mod,102,96,95,101,96,100,?,98
Rac1 mut GTP,102,94,97,100,98,100,?,97
Cdc42 wt,106,94,93,104,89,103,?,98

#17 CCOc1ccc(Cn2nnc(C(=O)Nc3cc(OC)cc(OC)c3)c2N)cc1
#18 CCOn1c(SC(C)C)nc2ccccc2c1=O
#19 Cn1nc(-c2ccc(N3CCOCC3)c(NS(=O)(=O)c3ccc(Cl)cc3)c2)c2ccccc2c1=O
#20 COC(C(=O)Nc1ccc(Cl)cc1C)c1ccccc1 (stereo not drawn)
#21 CCN(CC)c1ccc(NC(=O)CSc2nnc(N)s2)cc1C
#22 O=C1Nc2ccc(Br)cc2/C1=C/C1CC=CCC1 (stereo not drawn)
#23 COc1cccc(-c2nc(-c3ccccn3)no2)c1OC
#24 Cc1ccc(S(=O)(=O)N(C)CCCC(=O)NC(C)(C)C)cc1
entry no.,17,18,19,20,21,22,23,24
HRas wt GTP bind,101,96,100,105,98,94,101,100
GSH bead fluor,13,35,14,12,24,11,51,16
Rab7 wt GTP bind,99,97,99,103,102,93,100,104
Rac1 wt GTP bind,101,95,99,104,103,90,105,98
ABCG2 inh,3,1,6,0,-3,1,2,6
ABCB1 block,0.6,0.1,9.7,nt,-2.6,-0.1,0.1,1.7
Pf gamet viab,nt,3,nt,nt,nt,-9,nt,-3
Avidin bead fluor,6,12,34,7,7,13,14,9
Rab2A wt mod,100,95,97,105,99,92,100,98
Rac1 mut GTP,98,94,97,103,99,90,99,95
Cdc42 wt,101,98,99,105,101,87,102,96

#25 Cn1c(=O)c2c(nc(SCCN3CCOCC3)n2Cc2ccc(F)cc2)n(C)c1=O
#26 COc1cc(C(=O)NNC(=S)Nc2ccc(S(N)(=O)=O)cc2)cc(OC)c1OC
#27 O=C(CCc1nc(-c2ccccc2F)no1)NC1CCCCC1
#28 CC(C)n1cc(/C=C2/SC(=O)N(CC(=O)Nc3ccc4c(c3)OCO4)C2=O)c2ccccc21
#29 C/C(=N\Nc1cc(-c2ccccc2)nc(-c2ccccc2)n1)c1ccc(O)c(C)c1
#30 COc1ccc(CNC(=O)CN(C(=O)CCC(=O)Nc2ccccn2)c2ccccc2OC)cc1
#31 CC(=O)Nc1nc(C)c(-c2csc(Nc3cccc([N+](=O)[O-])c3)n2)s1
#32 CCC(=O)NC(Nc1ccccn1)(C(=O)OC)C(F)(F)F (stereo not drawn)
entry no.,25,26,27,28,29,30,31,32
HRas wt GTP bind,97,97,91,100,99,100,93,99
GSH bead fluor,27,19,31,12,13,28,11,24
Rab7 wt GTP bind,98,101,91,104,95,101,98,95
Rac1 wt GTP bind,101,99,91,98,103,104,92,104
ABCG2 inh,-1,-3,6,-1,-1,26,1,9
ABCB1 block,-0.2,-1.0,0.6,-0.5,-0.4,2.7,0.1,1.8
Pf gamet viab,nt,-2,nt,nt,-4,-9,nt,-3
Avidin bead fluor,5,8,9,18,14,19,16,5
Rab2A wt mod,99,96,92,100,100,101,91,96
Rac1 mut GTP,98,95,92,94,100,99,96,100
Cdc42 wt,98,94,94,99,100,101,92,100

Fetched by structure from the entries so far (four):
#31 CC(=O)Nc1nc(C)c(-c2csc(Nc3cccc([N+](=O)[O-])c3)n2)s1
#29 C/C(=N\Nc1cc(-c2ccccc2)nc(-c2ccccc2)n1)c1ccc(O)c(C)c1
#26 COc1cc(C(=O)NNC(=S)Nc2ccc(S(N)(=O)=O)cc2)cc(OC)c1OC
#27 O=C(CCc1nc(-c2ccccc2F)no1)NC1CCCCC1
entry no.,31,29,26,27
HRas wt GTP bind,93,99,97,91
GSH bead fluor,11,13,19,31
Rab7 wt GTP bind,98,95,101,91
Rac1 wt GTP bind,92,103,99,91
ABCG2 inh,1,-1,-3,6
ABCB1 block,0.1,-0.4,-1.0,0.6
Pf gamet viab,nt,-4,-2,nt
Avidin bead fluor,16,14,8,9
Rab2A wt mod,91,100,96,92
Rac1 mut GTP,96,100,95,92
Cdc42 wt,92,100,94,94

More structures follow:
#33 CCCCC/S(CC1CC1(Cl)Cl)=N\S(=O)(=O)c1ccc(C)cc1 (stereo not drawn)
#34 Cc1[nH]c2ccccc2c1C(=O)CSC(=S)N1CCCCC1
#35 Cc1ccccc1NC(=O)CN(c1ccc(F)cc1)S(C)(=O)=O
#36 CN1CC[n+]2c(CN3C(=O)c4ccccc4C3=O)csc21
#37 CCS(=O)(=O)Nc1ccccc1C(N)=O
#38 C=C(C)C1Cc2c(C)nn(-c3nc(C)cc(C)n3)c2C1 (stereo not drawn)
#39 C/C(=N\NC(=O)C(C)Sc1ccccc1)C(C)(C)C (stereo not drawn)
#40 O=C(Nc1c2c(nn1-c1ccc(F)cc1)CS(=O)C2)C12CC3CC(CC(C3)C1)C2 (stereo not drawn)
entry no.,33,34,35,36,37,38,39,40
HRas wt GTP bind,99,101,103,98,103,101,101,99
GSH bead fluor,12,13,16,15,15,26,9,21
Rab7 wt GTP bind,96,99,104,97,104,100,97,100
Rac1 wt GTP bind,104,107,104,99,102,106,108,102
ABCG2 inh,2,4,3,1,8,25,0,-1
ABCB1 block,0.7,0.3,0.5,0.4,0.1,0.5,0.1,-0.4
Pf gamet viab,9,8,nt,2,nt,nt,nt,14
Avidin bead fluor,6,11,12,2,10,15,15,28
Rab2A wt mod,97,102,104,98,103,101,101,99
Rac1 mut GTP,98,101,101,96,98,100,103,99
Cdc42 wt,97,101,105,97,103,102,105,98

#41 Cc1ccc(C(=O)Nc2ccccc2C(=O)NC2CCCCC2)cc1S(=O)(=O)N1CCOCC1
#42 CCCN1C(=O)SC(CC(=O)Nc2ccc(C)cc2)C1=O (stereo not drawn)
#43 CCOC(=O)c1c(N)nn(C(=O)c2ccccc2F)c1-c1ccc(OC)cc1
#44 Cn1cccc1CC(=O)NNC(=S)Nc1ccccc1Cl
#45 O=C(c1cccc(C(=O)N2CCN(Cc3ccccc3)CC2)c1)N1CCN(Cc2ccccc2)CC1
#46 Cc1ccc(NC(=O)c2cc(-c3ccc(F)cc3)on2)cc1C
#47 CC(C)(C)C(=O)Nc1sc2c(c1C#N)CCC2
#48 c1ccc(-c2oc3ncnc(NCCCN4CCOCC4)c3c2-c2ccccc2)cc1
entry no.,41,42,43,44,45,46,47,48
HRas wt GTP bind,101,101,96,101,102,99,96,102
GSH bead fluor,26,35,19,13,34,10,24,33
Rab7 wt GTP bind,99,98,98,105,99,106,100,99
Rac1 wt GTP bind,103,105,100,105,104,98,101,103
ABCG2 inh,5,11,9,-4,-2,1,3,11
ABCB1 block,3.5,0.0,0.5,-2.4,0.9,-0.2,0.2,2.5
Pf gamet viab,nt,nt,17,-15,9,10,11,-8
Avidin bead fluor,12,10,11,9,13,4,12,7
Rab2A wt mod,101,101,97,101,101,102,98,100
Rac1 mut GTP,101,100,96,100,100,96,96,99
Cdc42 wt,104,100,96,103,104,98,98,103

#49 COc1cc(/C=C/CO)cc(OC)c1O[C@@H]1O[C@H](CO)[C@@H](O)[C@H](O)[C@H]1O
#50 COc1ccc(/C=N/NC(=O)CNS(=O)(=O)c2ccc(C)cc2)cc1
#51 Cc1ccc(S(=O)(=O)N(C)CC(=O)OCC(=O)N2CCN(c3ccccc3)CC2)cc1
#52 CCOC(=O)C1CCCN(C(=O)CCn2nc(-c3ccccc3)ccc2=O)C1 (stereo not drawn)
#53 COC(=O)c1cccc(NC(=S)NC(C)C)c1
#54 COCc1cc(=O)[nH]c(/N=C(\N)Nc2cccc(C)c2)n1
entry no.,49,50,51,52,53,54
HRas wt GTP bind,98,98,99,?,96,101
GSH bead fluor,18,15,9,15,22,6
Rab7 wt GTP bind,97,103,103,?,96,102
Rac1 wt GTP bind,100,99,101,?,99,106
ABCG2 inh,0,1,-3,2,19,1
ABCB1 block,0.3,0.2,0.2,0.3,0.1,-0.2
Pf gamet viab,nt,nt,9,-16,-3,-21
Avidin bead fluor,10,10,14,34,7,10
Rab2A wt mod,99,99,99,?,96,99
Rac1 mut GTP,95,94,98,?,98,100
Cdc42 wt,100,99,99,?,95,100

Assay outcomes from PubChem.
